High-throughput results deposited in PubChem by Sanford-Burnham Center for Chemical Genomics.
SENP8 block-1 – SENP8 protease inhibitors, primary screen, biochemical, luminescence; Sentrin-specific protease 8 (Homo sapiens), Q96LD8; purified SENP8, Z-RLRGG-aminoluciferin cleavage; inhibition, % at 10 µM; 330,000 tested, 1.2% active; AID 2540, 2010; in the data active = inhibition above about 50%
SENP7 inh – SENP7 protease inhibitors, primary screen, biochemical, luminescence, uHTS. 330,000 tested, 1.5% active. recombinant SENP7, Z-RLRGG-aminoluciferin luminescence, 40 min. inhibition, % at 5 µM;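 active = inhibition above about 50% at the single test dose, limit read from the data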;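 also: plate controls were DMSO with enzyme for no effect and no enzyme buffer wells for full effect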
Apaf-1 inh – inhibitors of human Apaf-1 apoptosome, primary screen, biochemical, DEVD-Rh110 fluorescence, uHTS. Apoptotic protease-activating factor 1 (Homo sapiens), O14727. reconstituted apoptosome caspase-3 activity. 330,000 tested, 0.71% active. inhibition, % at 20 µM; active = inhibition of at least 40% at 20 µM;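 also: plate controls were DMSO wells for no effect and DEVD-CHO caspase inhibitor wells for full effect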
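System – cell-free apoptosome with Apaf-1, procaspase-3 and caspase-9 · Buffer or medium – pH 7.5 Hepes buffer with CHAPS, BSA, DTT · Also added – cytochrome c with DEVD-Rh110 · Times – 30 min compound preincubation, 50 min activation, room temperature · Technique – Rh110 fluorescence intensity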
SENP1 inh – human SENP1 catalytic domain inhibitors, primary screen, biochemical, FRET, uHTS; Sentrin-specific protease 1 (Homo sapiens), Q9P0U3; recombinant SENP1 catalytic domain, CyPet-SUMO1-YPet FRET cleavage; inhibition, % at 10 µM; 360,000 tested, 0.21% active;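 active = inhibition at least 30% at 10 µM, raw YFP signal under a set limit, fluorescence ratio 0.5 to 1.5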;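 also: 0% = enzyme with DMSO and 100% = no enzyme wells; some results filed as inactive read as strong as hits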
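Test system: human SENP1 catalytic domain; medium: Tris pH 8 buffer plus EDTA, NaCl, BME, BSA, NP40, catalase; incubation: 50 min reaction at room temperature; technique: FRET, CFP and YFP emission; controls: no-enzyme low control and enzyme-plus-DMSO high control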
SENP8 block-2 – human SENP8 protease inhibitors, primary screen, biochemical, fluorescence, Nedd8 protein substrate, uHTS; Sentrin-specific protease 8 (Homo sapiens), Q96LD8; recombinant SENP8; inhibition, % at 20 µM; 360,000 tested, 0.64% active; AID 602440, 2012; in the data active = inhibition mostly above about 40%, no sharp cut-off; inactive = mostly below about 27%
SENP6 block – SENP6 protease inhibitors, primary screen, biochemical, luminescence, uHTS; Sentrin-specific protease 6 (Homo sapiens), Q9GZR1; Recombinant SENP6 catalytic domain, aminoluciferin luminescence; inhibition, % at 10 µM; 330,000 tested, 1.8% active; AID 2599, 2010;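 active = inhibition above about 50% at the single tested dose, limit read from the data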;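 also: plate controls were DMSO wells with enzyme for no effect and DMSO wells lacking enzyme for full effect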
NALP3 yeast inh – NALP3 inflammasome inhibitors in reconstituted yeast, primary screen, luminescence, uHTS; Yeast reconstituted NLRP3/ASC/caspase-1, beta-gal luminescence, 24 h; inhibition, % at 10 µM; AID 2825, 2010; 330,000 tested, 0.39% active;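 active = inhibition of 50% or more; inactive = inhibition below 50%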;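 also: plate controls were induced DMSO wells for no effect and uninduced yeast grown without galactose for full effect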
HKDC1 inh – HKDC1 hexokinase inhibitors, primary screen, biochemical, fluorescence, uHTS; AID 493160, 2011; Q2TB90; recombinant HKDC1, G6PDH/diaphorase resazurin coupled fluorescence; 340,000 tested, 0.16% active; inhibition, % at 20 µM;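 active = inhibition above about 35% when tested at 20 µM, limit read from the data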;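 also: plate controls were DMSO wells with enzyme for no effect and DMSO wells lacking enzyme for full effect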
Target sequence (Q2TB90 whole entry, looked up): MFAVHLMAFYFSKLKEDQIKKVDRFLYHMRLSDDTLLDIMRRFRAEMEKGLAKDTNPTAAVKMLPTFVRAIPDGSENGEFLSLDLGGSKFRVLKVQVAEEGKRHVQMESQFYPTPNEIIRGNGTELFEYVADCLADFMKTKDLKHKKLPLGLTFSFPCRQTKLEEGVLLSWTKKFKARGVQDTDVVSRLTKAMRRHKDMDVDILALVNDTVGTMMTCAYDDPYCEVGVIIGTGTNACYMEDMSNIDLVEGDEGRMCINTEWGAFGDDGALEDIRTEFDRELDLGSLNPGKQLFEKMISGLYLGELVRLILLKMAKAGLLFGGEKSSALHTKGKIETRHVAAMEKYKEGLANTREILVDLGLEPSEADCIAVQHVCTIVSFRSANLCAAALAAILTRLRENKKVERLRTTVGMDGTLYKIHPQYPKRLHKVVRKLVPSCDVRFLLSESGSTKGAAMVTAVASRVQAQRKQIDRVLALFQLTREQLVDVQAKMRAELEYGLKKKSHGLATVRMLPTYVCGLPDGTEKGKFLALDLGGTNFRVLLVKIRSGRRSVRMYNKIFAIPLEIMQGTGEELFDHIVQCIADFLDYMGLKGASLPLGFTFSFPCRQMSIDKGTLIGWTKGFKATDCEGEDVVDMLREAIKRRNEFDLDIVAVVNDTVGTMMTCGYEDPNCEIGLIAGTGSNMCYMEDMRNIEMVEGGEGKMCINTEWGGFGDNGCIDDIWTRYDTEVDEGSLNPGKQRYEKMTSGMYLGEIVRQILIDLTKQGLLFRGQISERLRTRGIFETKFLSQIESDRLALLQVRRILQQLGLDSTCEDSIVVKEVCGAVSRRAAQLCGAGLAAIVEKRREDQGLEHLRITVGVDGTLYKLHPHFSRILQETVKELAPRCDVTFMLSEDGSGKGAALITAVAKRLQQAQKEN
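Test system: recombinant HKDC1 (HK5) hexokinase enzyme, produced in-house; Amount: enzyme 5 µg/mL final; Buffer or medium: Tris pH 8.0 buffer with MgCl2, Tween-20, BSA, BME; Reagent: glucose and ATP substrates; Doses: 20 µM test compound, 1% DMSO; Incubation: 90 min reaction incubation at room temperature, dark; Detection: resorufin fluorescence at 613 nm.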
PfGluPho inh – PfG6PD enzyme inhibitors, primary screen, biochemical, fluorescence intensity, uHTS; glucose-6-phosphate dehydrogenase-6-phosphogluconolactonase (Plasmodium falciparum 3D7); PfGluPho enzyme, NADPH resazurin-diaphorase fluorescence; inhibition, % at 20 µM; 350,000 tested, 0.78% active;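 active = inhibition reaching at least a set limit at 20 µM in the primary screen, cut at about 59% in these data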;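 also: 0% = DMSO wells with substrate and 100% = DMSO wells lacking glucose-6-phosphate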
* marks the source's active call; other numbers are inactive results; i = inactive; · = no result given.

SMILES	SENP8 block-1	SENP7 inh	Apaf-1 inh	SENP1 inh	SENP8 block-2	SENP6 block	NALP3 yeast inh	HKDC1 inh	PfGluPho inh
CC(OCC(O)CN1CCCCC1CCO)c1ccc(Cl)cc1 (stereo not drawn)	-1	2	1	2	3	-12	10	-4	12
COc1ccc(CN2C(=O)[C@@H]3C(c4ccc(F)cc4)=NO[C@@H]3C2=O)cc1	4	1	13	-1	15	-3	-6	-4	9
CN=C1c2ccccc2CN1c1cccc(C(=O)OC)c1	3	-4	-3	1	-26	-9	6	-4	2
Cc1ccccc1Nc1nc(N)nc(COC(=O)C(NC(=O)c2ccco2)C(C)C)n1 (stereo not drawn)	5	5	1	-1	6	6	3	-5	10
C[C@@H]1CN([C@@H](C)CO)C(=O)Cc2cc(NC(=O)Nc3ccc(F)cc3)ccc2O[C@@H]1CN(C)Cc1ccc(Cl)c(Cl)c1	-2	10	22	-1	4	-7	24	2	24
O=C(c1cccc(NS(=O)(=O)c2ccc(F)c(F)c2)c1)N1CCCCC1	16	0	-5	2	-7	-3	21	2	-4
CCOC(=O)C(Cc1cc(N)c(Oc2ccc(OC)cc2)c(N)c1)NC(C)=O (stereo not drawn)	·	·	·	-2	22	·	·	13	8
O=C(c1cnc2c(c1)COc1ccc(Cl)cc1-2)c1ccccc1O	10	8	15	1	-10	1	23	-6	5
CN1CCCC(OC(=O)/C(C#N)=C/c2ccccc2)C1 (stereo not drawn)	-2	-8	7	-5	11	-11	-2	-2	-7
Cc1cc(C(=O)Nc2ccc(F)c(Cl)c2)on1	1	1	5	1	5	5	19	0	2
O=C(Nc1cccnc1)c1cc(-c2ccc3c(c2)OCO3)on1	19	96*	-18	0	-58	77*	2	-1	-9
Cc1cccc(C)c1OC(=O)CSc1nnc(-c2ccccc2)o1	-3	3	5	1	13	8	13	-2	-20
Cc1ccc(Cn2nc3c(cc2=O)CCc2ccccc2-3)cc1	1	4	8	-15	-55	-7	47	16	-7
CC(C)(C)C(C(=O)n1cccc1C#N)c1ccccc1 (stereo not drawn)	-4	1	9	1	4	-10	-8	3	16
COc1ccc(N=CC2=C(O)CCCC2=O)cc1	-6	1	-1	2	-1	-17	17	-2	-12
CCc1cc2cccc(C)c2nc1SCC(=O)N1CCN(C(=O)c2ccco2)CC1	1	-4	16	1	8	-10	18	-5	-10
Cc1nn(CC(=O)OCC(=O)c2ccc(OC(F)F)cc2)c(C)c1[N+](=O)[O-]	-5	2	-4	3	12	4	9	0	-9
CCC1(CC)C(=O)NC(=S)N=C1N	·	·	·	2	9	·	·	-8	3
COc1ccc(NC(=O)CN(C)C(=O)c2sc3ccccc3c2Cl)cc1	0	-12	12	1	-10	-16	32	1	-17
O=C(Nc1cccc(-c2nc3ncccc3o2)c1)c1cc2ccccc2o1	-2	10	16	1	10	-12	13	6	-3
COc1ccc(S(=O)(=O)N2CCCC(C(=O)N3CCOCC3)C2)cc1C (stereo not drawn)	-6	2	1	2	12	-2	7	-1	8
CSc1ccccc1NC(=O)CN(C)CC(=O)Nc1cc(C)ccc1C	-2	-1	-14	0	18	-10	1	-5	-10
Cc1[nH]c(=O)[nH]c(=O)c1S(=O)(=O)N1CCN(c2cccc(Cl)c2)CC1	1	-5	-3	0	18	-12	15	-5	-20
Cc1cc(C)c(S(=O)(=O)c2ccccc2C(C)C)c(=O)[nH]1	·	·	·	0	-41	·	·	-4	-3
O=C(N/C(=C/c1ccco1)C(=O)N1CCCCC1)c1cccs1	7	-1	-11	2	10	-7	-4	-5	9

3 entries from above, arranged by SMILES length, lowest first:
SMILES	SENP8 block-1	SENP7 inh	Apaf-1 inh	SENP1 inh	SENP8 block-2	SENP6 block	NALP3 yeast inh	HKDC1 inh	PfGluPho inh
CCC1(CC)C(=O)NC(=S)N=C1N	·	·	·	2	9	·	·	-8	3
COc1ccc(N=CC2=C(O)CCCC2=O)cc1	-6	1	-1	2	-1	-17	17	-2	-12
Cc1ccc(Cn2nc3c(cc2=O)CCc2ccccc2-3)cc1	1	4	8	-15	-55	-7	47	16	-7

Next section:
SMILES	SENP8 block-1	SENP7 inh	Apaf-1 inh	SENP1 inh	SENP8 block-2	SENP6 block	NALP3 yeast inh	HKDC1 inh	PfGluPho inh
Cc1ccsc1C(=O)OCC(=O)c1ccc[nH]1	35	49	-13	-1	6	49	24	-5	4
COCC1CCN(C(=O)c2cc(COc3cccc4cnccc34)on2)CC1	-1	-1	-1	-1	-53	-1	4	2	6
COc1ccccc1Nc1nc(NCCC(C)C)nc(N)c1[N+](=O)[O-]	0	0	11	3	31	0	23	0	17
COc1ccccc1Sc1ccccc1/C=N/NC(N)=O	5	0	2	2	0	-3	18	-10	46
Cc1cc(C)nc(SCc2ccc(C(=O)N/N=C/c3cccc(O)c3O)cc2)n1	4	6	4	17	18	-2	9	-5	26
CCCN1CCc2c(sc(NC(=O)Cc3ccc(F)cc3)c2C(N)=O)C1	1	1	1	-22	-34	4	-3	-5	-4
Cc1cc(N)nc(SCC(=O)N2C(C)CCCC2C)n1 (stereo not drawn)	-12	-2	-1	0	5	9	14	0	0
COc1ccccc1-c1coc2c(CN3CCCCC3C)c(O)ccc2c1=O (stereo not drawn)	2	1	3	-2	-314	-15	18	1	-1
COc1cc(/C=C/c2ccccc2)cc(OC)c1	·	·	·	2	i	·	·	-1	29
CN1C(=O)/C(=C\c2ccco2)N=C1c1ccc(Cl)cc1Cl	2	1	-7	-17	12	5	0	-3	-10
COc1ccccc1OCC(=O)NCC(c1cccs1)N1CCOCC1 (stereo not drawn)	1	-6	5	0	-1	-8	10	-6	4
CC(=O)NCCNC(=O)c1ccc(Cn2c(=O)[nH]c3ccsc3c2=O)cc1	-8	-7	1	0	16	-8	10	-2	-13
CC(=O)c1cn(CC(=O)Nc2ccccc2)c2ccccc12	-6	-3	-14	-7	16	-2	-9	11	-8
CCc1nc2ccccc2n1CCC(=O)O	-10	-9	-19	3	4	-20	-1	-5	-2
CC(C)(C)[C@H]1COC(=O)[C@H](NC(=O)OCC2c3ccccc3-c3ccccc32)C/C=C\C[C@@H](CC(=O)N[C@@H](CO)Cc2ccccc2)C(=O)N1	9	-1	26	-5	-9	-5	-2	1	18
CCOc1ccc(N2CC(C(=O)Nc3nnc(SCCOC)s3)CC2=O)cc1 (stereo not drawn)	-1	-6	4	2	10	-8	13	-3	-4
O=C(COC(=O)CC1CCCC1)Nc1cccc(F)c1	-7	-9	-1	2	15	-21	6	-3	0
COc1cccc(NC(=O)c2nn(C)cc2Br)c1	22	23	9	2	6	36	34	-1	16
CCc1cccc(OCC(=O)Nc2ccc(S(=O)(=O)Nc3onc(C)c3C)cc2)c1	4	9	1	6	0	-8	8	-2	-29
Cc1nnc(SCC2=C(C(=O)O)N3C(=O)C(NC(=O)Cn4ncc(Cl)c4C)C3SC2)s1 (stereo not drawn)	5	7	-4	-1	-5	13	10	-9	17
Cc1ccc(CC2CC(=O)N(c3nc4ccccc4n3C)C2=O)cc1 (stereo not drawn)	1	-6	-11	1	18	-17	13	-2	-8
COC(=O)/C(=C\C(=O)c1ccc([N+](=O)[O-])cc1)Nc1ccc(OC)cc1	3	-7	11	3	25	-14	24	-1	18
CC(C)N(C(=S)Nc1cccnc1)c1ccccc1	-4	14	-20	-1	8	-27	2	-7	0
Cc1ccc(S(=O)(=O)/N=c2\scc(C)n2C)cc1	-4	2	-5	1	4	1	18	-3	-6
C=CCc1ccccc1OCCn1ccnc1	-7	-7	2	1	25	-2	18	-6	-1
Carrying on.
SMILES	SENP8 block-1	SENP7 inh	Apaf-1 inh	SENP1 inh	SENP8 block-2	SENP6 block	NALP3 yeast inh	HKDC1 inh	PfGluPho inh
C(=C\n1nnc2ccccc21)/c1ccc[nH]1	-10	-14	5	-44	-26	-9	8	6	26
CN(C)C(=O)/C(=C\c1cccc(Oc2ccccc2)c1)NC(=O)c1ccccc1	-4	4	9	-1	-28	-1	16	-4	1
NC(=O)c1cc2cc(Cl)ccc2o/c1=N/NC(=O)c1cccs1	5	5	4	2	9	1	-4	-5	-3
CCn1cc(C(=O)NCc2cccnc2)c2cc(OC)c(OC)cc2c1=O	-5	10	-1	0	19	-4	6	15	8
COC(=O)c1ccc(/C=C(\C#N)c2nc3ccccc3s2)cc1	10	0	9	11	i	24	15	2	-9
CCOC(=O)N1CCN(C(=O)C2CCN(S(=O)(=O)CC)CC2)CC1	-6	6	-14	1	10	-30	0	-9	-17
Fc1ccc(CSc2nnc(CN3CCOCC3)n2-c2ccccc2)c(Cl)c1	-6	-3	6	0	0	-12	26	-6	-4
CC(NC(=S)Nc1ccccc1)C1COc2ccccc2O1 (stereo not drawn)	1	7	-1	1	13	9	11	-9	16
COCCCNC(=O)CCNS(=O)(=O)c1ccc(C)cc1	4	0	-10	3	10	8	14	2	-9
Cc1c(S(=O)(=O)c2ccccn2)c(N)n(Cc2ccccc2)c1C	-4	2	18	-35	2	-5	7	2	-6
Cc1ccc(NS(=O)(=O)c2cccc(C(=O)Nc3c(C)n(C)n(-c4ccccc4)c3=O)c2)cc1	-3	-2	-20	·	·	-21	6	-1	3
N/C(=N\OC(=O)COc1ccccc1)c1ccncc1	-6	-3	-1	3	20	-31	11	-8	-4
O=C(CCNC(=O)Cn1ccc2ccccc2c1=O)NCCN1CCc2ccccc2C1	1	2	5	-6	-32	-4	-1	2	1
CCN(CC)CCCNC(=O)Cn1cc2c(n1)CCC(C)C2 (stereo not drawn)	-2	-12	1	1	-8	-20	25	1	3
O=C(O)c1cc(C(=O)O)c(-c2ccccc2)c(C(=O)O)c1	-9	-3	-9	-2	12	-2	17	-4	-2
CCOC(=O)C1C(C#N)=C(N)OC(C)=C1c1ccncc1 (stereo not drawn)	0	7	-7	1	8	2	10	-5	-5
COc1ccc(-c2cc(C(F)(F)F)n3nc(C(=O)NCc4ccco4)c(Cl)c3n2)cc1	-1	17	16	-20	-225	8	14	0	2
CCOC(=O)Cc1csc(NC(=O)c2cnc3scc(C)n3c2=O)n1	-1	-11	2	1	-82	-12	22	1	-5
COC(=O)CSc1nnc(-c2ccc(NS(=O)(=O)c3ccccc3)cc2)o1	-14	-11	4	0	5	-15	20	-1	-11
Cc1cc(C)c(C)c(OCC(=O)O/N=C(\N)c2ccccn2)c1	0	4	4	-2	8	-8	21	-10	-16
O=c1c(-c2cccc([N+](=O)[O-])c2)[n+]([O-])c2ccccc2n1O	-6	8	-21	3	29	-14	11	-5	48
